Source: PubChem BioAssay
GalR3 antagonist: human GalR3 antagonism | O60755 | HEK293 GalR3-CNG cAMP membrane potential fluorescence; galR3 body fused to GalR1 C-terminus | inhibition, % at 3 µM | actives 0.44% (n = 360,000);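 active means inhibition above the screen-wide average plus 3 SD, cut at about 13% in these data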;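 further: forskolin and galanin both at EC90 stimulate the cells; cAMP rise reported by CNG channel membrane potential dye signal; 0% = forskolin plus galanin with DMSO and 100% = forskolin alone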
Target sequence (O60755 1-299 limits assumed): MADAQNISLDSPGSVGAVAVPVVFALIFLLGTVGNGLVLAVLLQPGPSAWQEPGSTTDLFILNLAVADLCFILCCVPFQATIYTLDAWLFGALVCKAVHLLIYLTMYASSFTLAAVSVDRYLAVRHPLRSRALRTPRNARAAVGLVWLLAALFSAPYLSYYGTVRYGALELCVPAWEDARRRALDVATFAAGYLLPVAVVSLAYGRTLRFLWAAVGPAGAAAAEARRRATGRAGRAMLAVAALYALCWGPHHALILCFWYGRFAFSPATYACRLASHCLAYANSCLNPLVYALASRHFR
Starred values were filed as active, the others as inactive; & = joins results of further samples. Only part of the results is shown; rates above refer to the full screens.

| canonical_smiles | GalR3 antagonist |
| --- | --- |
| Cc1ccc(S(=O)(=O)N(C)C[C@@H]2OCc3cn(nn3)CCCC(=O)N([C@@H](C)CO)C[C@H]2C)cc1 | -7.9 |
| O=S1(=O)N[C@@H](Cc2ccccc2)COc2cccc(NCCO)c21 | -1.2 |
| COc1ccc(OC)c(S(=O)(=O)NCC(=O)NC2CCCc3ccccc32)c1 (stereo unspecified) | -1.5 |
| O=C(COC(=O)c1ccc(Cl)nc1)Nc1ccc2ccccc2c1 | -3.8 |
| CCNC(=O)c1cc2c(c(-c3cccc(-c4cc5ccccc5o4)c3)n1)[C@H](CCO)N(C(=O)NC(C)C)C2 | -6.2 |
| COCC(=O)N1C[C@@H](C)[C@@H](OC)CN(C)C(=O)c2ccc(NC(=O)c3cnccn3)cc2OC[C@H]1C | 2.5 |
| Cc1cc(C)c(NC(=O)C2C(=O)Nc3ccccc3C(=O)N2C(C)(C)C)c(C)c1 (stereo unspecified) | 4.8 |
| COC(=O)c1cc2c(c3c4cc(OC)ccc4n(S(=O)(=O)c4cccc(C)c4)c13)C(=O)N(Cc1ccccc1OC)C2 | -5.0 |
| Cc1ccc2c(=O)n3c(nc2c1)C(CC(C)C)NC(=O)c1cccnc1-3 (stereo unspecified) | -7.3 |
| Cc1cccc(-n2c(C)nc3cc(C(=O)NCCN4CCOCC4)ccc32)c1 | -0.7 |
| C[C@H]1CN([C@@H](C)CO)C(=O)CCCn2cc(nn2)CO[C@@H]1CN(C)S(=O)(=O)c1ccc(-c2ccccc2)cc1 | -5.6 |
| O=C(C=Cc1cccs1)c1ccccc1 | -5.0 |
| Cn1c(=S)c2[nH]c(SCCN)nc2n(C)c1=O | -3.0 |
| OCCNCc1cccc(-c2ccccc2)c1O | -4.5 |
| CCCCOCCCNC(=O)C[C@@H]1C[C@@]2(C(=O)OC)CCCCC=C2N(Cc2ccco2)C1=O | -4.9 |
| COc1ccc(Cl)cc1Cn1c(C)c(C(=O)NCc2cccc([N+](=O)[O-])c2)sc1=O | 6.1 |
| O=S1(=O)CCN(c2ccccc2CC(c2c[nH]c3ccccc23)c2c[nH]c3ccccc23)CC1 | -6.1 |
| CC(C)(C)c1ccc2c(c1)C(c1ccc3c(c1)OCO3)CC(=O)O2 (stereo unspecified) | -6.0 |
| COc1cccc(NC(=S)NC(Cc2ccccc2)c2ccccc2)c1 (stereo unspecified) | -4.3 |
| COC(=O)[C@H](C(C)C)N(Cc1ccccc1)S(=O)(=O)CCN1CCCC1 | -6.1 |
| COc1ccc(NC(=O)C2(C)CCN2CCc2ccccc2)cc1OC (stereo unspecified) | -5.2 |
| CC1(C)C2CCC(CN)C1C2 (stereo unspecified) | -3.0 |
| CS(=O)(=O)c1ccc(-c2csc(C(O)c3cccc(Cl)c3)n2)cc1 (stereo unspecified) | -4.0 |
| CC(C)Nc1nc(Nc2ccc(C(N)=O)cc2)c2sccc2n1 | -3.4 |
| CC(C)NC(=O)OCc1c(COC(=O)NC(C)C)c([N+](=O)[O-])n2c1CCC2 | -2.5 |
| O=C1CCCC2=C1CC(C(=O)OCc1ccccc1)C(=O)N2Cc1ccccc1 (stereo unspecified) | -3.1 |
| COCOCCn1cc(CN2CCS(=O)(=O)N(Cc3ccc(-c4cccc(CO)c4)cc3)C(C(C)C)C2=O)nn1 (stereo unspecified) | -4.2 |
| Nc1[nH]c(C(=O)c2ccc(Br)cc2)c(-c2ccc(Br)cc2)c1C(=O)NCc1cccc2ccccc12 | -4.1 |
| CCOc1ccccc1C=C1SC(=S)NC1=O | -1.3 |
| C=CCNc1nc(NCc2ccc(N(C)C)cc2)c2sc(-c3ccccc3)cc2n1 | -7.9 |
| CC(O)C(NS(=O)(=O)c1ccc(Cl)cc1)C(=O)OCCOc1ccc(F)cc1 (stereo unspecified) | -0.5 |
| CCOC(=O)[C@@H]1CSCCS(=O)(=O)N1C(=O)[C@H](CCSC)NC(=O)OC(C)(C)C | -0.9 |
| CCc1nnc(NC(=O)c2ccco2)s1 | 1.4 |
| CC1(C(=O)Nc2ccc3c(c2)OCCO3)CN(S(C)(=O)=O)CC(=O)N1Cc1cccc(F)c1 (stereo unspecified) | -5.3 |
| O=C(NCCNc1ccc([N+](=O)[O-])cc1)c1ccccc1Cl | -2.5 |
| O=c1c(O)c(-c2ccccc2)oc2cc(O)ccc12 | 1.5 |
| CCN1C(C)=CC(=O)[C@@H](O)[C@H]1c1ccccc1Br | -5.4 |
| CC1(C(=O)Nc2cccnc2)Cc2c(-c3ccc4c(c3)OCO4)ccnc2O1 (stereo unspecified) | -2.5 |
| O=C(N[C@H](c1cccc(Br)c1)[C@@H]1CCCC=C1c1ccccc1)C(F)(F)F | -8.0 |
| COc1cccc(CNC(=O)[C@H]2CCCN2C(=O)[C@H]2CCCN2C(=O)c2cccc(OC)c2)c1 | -4.0 |

Compounds above with a nitro group on carbon (three):
| canonical_smiles | GalR3 antagonist |
| --- | --- |
| COc1ccc(Cl)cc1Cn1c(C)c(C(=O)NCc2cccc([N+](=O)[O-])c2)sc1=O | 6.1 |
| CC(C)NC(=O)OCc1c(COC(=O)NC(C)C)c([N+](=O)[O-])n2c1CCC2 | -2.5 |
| O=C(NCCNc1ccc([N+](=O)[O-])cc1)c1ccccc1Cl | -2.5 |

Later entries.
| canonical_smiles | GalR3 antagonist |
| --- | --- |
| CCOC(=O)c1c(NC(=S)SC)sc(C(=O)N2CCc3ccccc3C2)c1C | -7.2 |
| CN1CCN(C(=O)c2ccc(NS(=O)(=O)c3cccc([N+](=O)[O-])c3)cc2)CC1 | -5.1 |
| COc1ccc(C(=O)N2CCN(S(=O)(=O)c3ccc(C)cc3C)CC2)cc1S(=O)(=O)N1CCOCC1 | -4.8 |
| COc1ccc(Cc2c(-c3cccc(Cl)c3)nc3ccc(Cl)cn23)c(C)c1 | 0.3 |
| CCNC(=O)CSc1nnc(-c2cccc(S(=O)(=O)N3CCOCC3)c2)o1 | -3.7 |
| CCc1nc2ccc(C(=O)NCCCN3CCCC3=O)cn2c1N(CC)Cc1cccc(Br)c1 | -4.8 |
| CN1C[C@@H]2[C@@H]3C(=O)N(Cc4ccccc4)C(=O)[C@@H]3[C@](C)(C1=O)N2C(=O)c1ccc(Br)cc1 | -6.7 |
| CCOc1ccc(CCNC(=O)COC(=O)c2cccc(S(=O)(=O)N(C)C)c2)cc1OCC | 2.9 |
| C=CCNC(=O)CSc1nnc(-c2cccc(S(=O)(=O)N3CCOCC3)c2)o1 | 2.3 |
| CN(Cc1cccnc1)C(=O)c1cc(S(=O)(=O)Nc2ccccc2F)ccc1Cl | 0.3 |
| Cc1cc(C)n(-c2ccc(C(=O)N3CCN(S(=O)(=O)c4cccc(Br)c4)CC3)cc2)n1 | -2.7 |
| O=C(O)c1ccccc1-c1ccccc1C(=O)Nc1ccc2c(c1)C(=O)c1ccccc1-2 | -6.6 |
| COc1ccc(NC(=O)CCn2c(=S)[nH]c3ccccc3c2=O)cc1Cl | -5.6 |
| C[C@H]1CN([C@@H](C)CO)C(=O)CCCn2cc(nn2)CO[C@@H]1CN(C)S(=O)(=O)c1cn(C)cn1 | -3.5 |
| CC=CCn1c(SCc2ccccc2)nc2c1c(=O)[nH]c(=O)n2C | -5.0 |
| O=C(COC(=O)CNS(=O)(=O)c1ccc(Cl)cc1)NC1CCCCC1 | 1.3 |
| Cc1ccc(C(=O)OCC(=O)Nc2ccc(Cl)cn2)cc1S(=O)(=O)N1CCOCC1 | -3.2 |
| C[C@@H]1CN([C@H](C)CO)C(=O)c2cc(Br)cnc2O[C@H]1CN(C)C(=O)c1ccc(F)cc1 | -4.7 |
| COc1ccccc1NC(=O)COC(=O)c1c(NC(C)=O)sc(C)c1C | -8.2 |
| COc1ccc(C2CC(=O)Oc3cc(C)c(Cl)c(C)c32)cc1 (stereo unspecified) | -4.5 |
| COc1cc(OC)cc(-c2c(Sc3ccccc3)c3cc(-c4ccc(SC)cc4)ccc3n2C)c1 | -5.7 |
| COc1ccc(-n2nnnc2C(c2cccc(OC)c2OC)N2CCN(C/C=C/c3ccccc3)CC2)cc1 (stereo unspecified) | -6.8 |
| COc1ccc(C(CNC(=O)c2cc(S(=O)(=O)N3CCCCC3)ccc2C)N2CCCC2)cc1 (stereo unspecified) | -2.2 |
| O=c1cc(CN2CCN(c3ccccc3F)CC2)c2c(ccc3ccccc32)o1 | -5.8 |
| COc1cccc(/C=C/C(=O)OCC(=O)NC2CCCC2)c1 | 2.1 |
| COC(=O)[C@]12CCCCC=C1N(CCc1ccc(OC)c(OC)c1)C(=O)[C@H](CC(=O)NCc1ccccc1)C2 | -6.7 |
| CC(=O)C(Cc1ccccc1)NC(=O)COC(=O)c1cc(S(=O)(=O)N2CCOCC2)ccc1F (stereo unspecified) | -4.2 |
| Cn1ccc2c(-c3ccc(C(F)(F)F)cc3)cc3c(c21)C1CCC3C1 (stereo unspecified) | -0.9 |
| COc1cc(/C=C(\CC(=O)O)c2nc3ccccc3s2)ccc1OCC(=O)Nc1ccccc1F | -7.4 |
| O=C(Cc1ccccc1)c1ccc(O)cc1 | -5.8 |
| C[C@@H]1CN([C@@H](C)CO)C(=O)c2c(c3ccccc3n2C)-c2ccccc2CO[C@H]1CN(C)S(=O)(=O)c1ccc(C(F)(F)F)cc1 | -7.1 |
| COc1cc(C=CC(=O)c2ccccc2)cc(OC)c1OC | -6.7 |
| COc1ccc(N2CCN(C(=O)c3ccc(CS(=O)c4cccc(Cl)c4)o3)CC2)cc1 (stereo unspecified) | -8.0 |
| COc1ccc(CCN2C(=O)C=CC2=O)cc1OC | -4.3 |
| CC(=O)C1=CCC(c2ccccc2)N(S(=O)(=O)c2ccccc2C)C1 (stereo unspecified) | -8.8&-8.8 |
| CC1(C(=O)NS(=O)(=O)c2ccc(Cl)cc2)CCN1C(=O)Cc1ccccc1 (stereo unspecified) | -2.9 |
| CCCCN1C(=O)C(CC(=O)NCc2cccc3ccccc23)CC(C(=O)N(C)C)=C1C (stereo unspecified) | -2.9 |
| CC(=O)Nc1cc(-c2cccc(CO)c2)cn2c(-c3ccc(F)cc3)cnc12 | 0.0 |
| Nc1nc2ccc(Cl)cc2[nH]1 | 7.9 |
| Cc1ccc2c(C)nc(Nc3nc(CSc4nc5ccccc5s4)cc(=O)[nH]3)nc2c1 | -2.7 |
| COc1ccc(C(=O)NC2=NCCS2)cc1S(=O)(=O)N1CCOCC1 | -5.9 |
| CC1CCN(S(=O)(=O)c2cc(C(=O)N3CCN(c4ccccc4)CC3)ccc2Br)CC1 | -6.1 |
| Cc1ccccc1CN1[C@@H](C)[C@H](c2ccccc2)Oc2cccc(N3CCCC(C)C3)c2S1(=O)=O (stereo partly specified) | -0.3 |
| CC(C)Nc1ncnc2c1ncn2[C@H]1CN(Cc2cccnc2)C[C@@H](CO)O1 | -8.2 |
| Cc1cc2c(cc(C(=O)OCC(=O)NC3CCCCC3)n2C)o1 | -1.4 |
| Cc1ccc2cccc(OC(=O)c3cccnc3Oc3ccccc3)c2n1 | -7.7 |
| CC(C)NC(=O)c1ccc2sc([C@H]3C[C@H](O)[C@@H](CO)O3)nc2c1 | 7.3 |
| COC(=O)[C@@]1(Cc2ccc(F)cc2)[C@H]2c3cc(C(=O)N(C)C)n(Cc4cc(C)n(C)n4)c3C[C@H]2CN1C(=O)c1ccccc1 | -5.8 |
| CC(=O)c1ccc(Nc2nc(C(N)c3ccccc3)cs2)cc1 (stereo unspecified) | -8.4 |
| CNc1ncnc2c1ncn2[C@H]1CN(Cc2ccco2)C[C@@H](CO)O1 | -3.4 |
| COC(=O)C1=CN(c2cccc(OCc3ccccc3)c2)C(N)=C(C#N)C1c1cccc(F)c1 (stereo unspecified) | 0.5 |
| CCCCS(=O)(=O)N1CCCc2nc(-c3ccc(F)cc3)ccc21 | -7.3 |
| COc1cccc(OC)c1C(=O)N1CCN(Cc2ccccc2F)CC1 | -3.7 |
| COc1ccc(-c2oc3cc(OC(C)=O)cc(OC(C)=O)c3c(=O)c2OC)cc1 | -4.6 |
| CCNC(=O)C1(C)CCCN(Cc2cc(-c3ccccc3)n(C)n2)C1 (stereo unspecified) | -5.0 |
| CC(=O)N1CCN(C(=O)OC2CC3CC2[C@H]2CCCCN2C3=O)CC1 (stereo partly specified) | -6.2 |
| O=C(COc1ccccc1Cl)Nc1ccc2[nH]c(=O)[nH]c2c1 | 0.0 |
| O=C(COC(=O)C1COc2ccccc2O1)c1ccccc1 (stereo unspecified) | -4.9 |
| COC(=O)C[C@@H]1C[C@@H]2c3cc(NS(=O)(=O)c4ccccc4)ccc3O[C@@H]2[C@@H](CO)O1 | -5.8 |
| CCCCN(C=O)c1c(CC)nc2ccc(C(=O)NCCCN3CCCC3=O)cn12 | -6.5 |

(continued)
| canonical_smiles | GalR3 antagonist |
| --- | --- |
| O=C(c1ccoc1)N1CCN(c2cc(-c3cccc(F)c3)nc3cc(-c4cccc(Cl)c4)nn23)CC1 | -3.3 |
| O=C1[C@@H](Oc2ccccc2)[C@@H](c2ccncc2)N1c1ccncc1 | -5.0 |
| CC1(C(=O)NCc2cccc(Cl)c2)Cc2c(-c3cccc(C(N)=O)c3)ccnc2O1 (stereo unspecified) | -6.4 |
| Cc1c(C(=O)NCc2ccc3c(c2)OCO3)sc(=O)n1Cc1ccc(-c2ccccc2)cc1 | 1.4 |
| COC(=O)c1ccccc1NC(=O)COC(=O)Cc1ccc(S(=O)(=O)N2CCOCC2)s1 | -3.3 |
| COCOCCn1cc(CN2CCS(=O)(=O)N(Cc3ccc(-c4ccc(Cl)c(Cl)c4)cc3)C(C(C)C)C2=O)nn1 (stereo unspecified) | -5.2 |
| CCCc1cc(=O)[nH]c(SCC(=O)Nc2cc(S(=O)(=O)N3CCCCC3)ccc2Cl)n1 | -1.9 |
| Cn1c(=O)c2[nH]c(C3CC3)nc2n(C)c1=O | -4.7 |
| Cc1cccc(N(CC(=O)NCc2ccco2)S(=O)(=O)c2ccccc2)c1 | 3.4 |
| O=C(Cc1ccc(NC(=O)C2CCCN(C(=O)C3CCCC3)C2)cc1)Nc1ccc(C(=O)N2CCOCC2)cc1 (stereo unspecified) | -4.9 |
| COC(=O)C1=C(C)N(Cc2ccccc2C(F)(F)F)C(=NCC2CC2)NC1c1cccc(Cl)c1 (stereo unspecified) | -5.9 |
| CCCc1c(C(=O)N/N=C(\C)c2cccnc2)nnn1-c1nonc1N | -4.8 |
| C=CCN=C1NC(c2ccc(C(F)(F)F)cc2)C(C(=O)OC)=C(C)N1C (stereo unspecified) | -5.0 |
| CCN(Cc1ccccc1)c1cc2c(c3c1ccn3C)C1CCC2C1 (stereo unspecified) | -4.0 |
